SSB-PriA inh = blocks PriA binding to SSB C-terminal tail; AlphaScreen SSBct-PriA binding, biotinylated peptide; inhibition, % at 33 µM; 0.6% of 430,000 active; AID 1272365; in the data active means inhibition mostly above about 37%, no sharp cut-off; inactive means mostly below about 20%;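 further: plate controls were negative control peptide for no effect and reference peptide for full effect; strong numbers were not always called active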
Numbers without * were called inactive; i = inactive; & = joins results of further samples. A portion of the library; the hit share may differ from the screen's.

structure	SSB-PriA inh
CN(C)C(C#N)c1ccccc1Br (stereo not drawn)	31.0
CCCOc1ccc(S(=O)(=O)Nc2ccc3c(c2)CN(C(=O)CC)CC3)cc1C	-1.0&5.0
CC(C)=NNC(=O)COc1ccc(Cl)cc1Cl	-13.0
CCOC(=O)c1c(-c2ccc(C)o2)csc1NC(=O)CSc1nc2sc3c(c2c(=O)n1-c1ccccc1)CCCC3	-10.0
Fc1cccc(CSc2c[nH]c3ccccc23)c1	-6.0
O=C(CNS(=O)(=O)c1ccccc1F)NCC1CCCN1c1ccccc1 (stereo not drawn)	25.0
Cc1nn(C(=O)c2ccccc2Cl)c(C)c1S(=O)(=O)N1CCOCC1	-4.0
CC(C)(C)C(=O)NCC1CCCN1c1ccccc1 (stereo not drawn)	14.0
CS(=O)(=O)c1ccccc1-c1nnc(NC(=O)c2cc(Cl)sc2Cl)o1	-23.0
CCOc1ccccc1NC(=O)CCc1csc(NC(=O)Nc2ccc(OC)cc2)n1	4.0
Cc1nc(-c2ccccc2NC(=O)C2CCOC2)cs1 (stereo not drawn)	-4.0
COc1ccc(C)cc1NC(=O)Cn1cnc2c(sc3cccc(F)c32)c1=O	-3.0
Cc1onc(-c2ccccc2Cl)c1C(=O)NCC(=O)N1CCOC(c2ccccc2)C1 (stereo not drawn)	-8.0
Cc1ccc(C(=O)Nc2ccc3cnn(C)c3c2)c(N)c1	-9.0
COc1cc(C=NNC(=O)c2ccncc2)ccc1O	-1.9
COc1cc(C(=O)Oc2cccc(C=NNC(=O)c3cc(C)[nH]n3)c2)cc(OC)c1OC	-5.1
O=C1CN(C(=O)c2nc3ccccc3s2)c2ccccc2N1	-9.0
CCOC(=O)N1CCc2c(sc3c2c(=O)n(-c2ccc(F)cc2)c(=O)n3CC(=O)c2ccccc2)C1	-8.0
O=C(O)c1ccccc1C=NNC(=S)NC1CCCCC1	-10.0
CCOc1ccc(-n2ccnc2SCC(=O)NCc2ccc(F)cc2)cc1	2.0
Cn1nc(-c2ccc(F)cc2)cc1C(=O)NCC1CCN(C(=O)NC(C)(C)C)CC1	-23.0
CC(C)NC(=O)C(=O)NCCc1ccc(N(C)C)cc1	-6.0
Cc1noc(Cc2ccccc2NC(=O)c2c(-c3ccccc3Cl)noc2C)n1	5.0
Cc1noc(-c2ccsc2NC(=O)CSc2ccc(F)cc2)n1	6.0
O=C(O)CN1C(=O)c2cccc3c(I)ccc1c23	-1.0
CS(=O)(=O)c1cccc(C(=O)Nc2ccc3c(c2)C(=O)NC3=O)c1	2.0
CCOc1ccc(C(=O)Nc2nnc(-c3cccc(S(C)(=O)=O)c3)o2)cc1	9.0
CC(=O)N1CCc2cc(NS(C)(=O)=O)ccc21	-15.0
CSc1nc2ccc3nc(NC(=O)c4ccccc4Br)sc3c2s1	-26.0
COc1ccc(C(=O)NCC(=O)NN=C(C)/C=C/c2ccccc2)cc1OC	-4.0

3 entries from above, with each value named.
CCOc1ccc(C(=O)Nc2nnc(-c3cccc(S(C)(=O)=O)c3)o2)cc1
- SSB-PriA inh = 9.0

CC(=O)N1CCc2cc(NS(C)(=O)=O)ccc21
- SSB-PriA inh = -15.0

CSc1nc2ccc3nc(NC(=O)c4ccccc4Br)sc3c2s1
- SSB-PriA inh = -26.0

The results go on.
structure	SSB-PriA inh
COc1ccccc1N1CCN(C(=O)Cn2nc3ccc(-c4ccc(Cl)cc4)nn3c2=O)CC1	3.0
COc1cc2ccccc2cc1C(=O)NN=Cc1ccc2c(c1)OCO2	-0.8
Cc1[nH]n(-c2ccccc2)c(=O)c1C=NNC(=O)c1ccoc1C	1.3
O=C(Cn1cnc2c(sc3ncccc32)c1=O)Nc1ccc(F)cc1Cl	-5.0
COC(=O)c1sccc1S(=O)(=O)NCCn1ccn2nc(-c3ccco3)cc12	13.0
NS(=O)(=O)c1ccc(CCNC(=O)Cc2csc(Nc3ccc(F)cc3)n2)cc1	-3.0
COC(CNC(=O)c1snnc1C)c1ccc(C)s1 (stereo not drawn)	-2.0
CN1CCN(c2nc(-c3ccccc3)nc3sc(-c4ccccc4)cc23)CC1	-9.0
O=C(COc1ccc(Cl)cc1)N1CC(n2ccnn2)C1	-3.0
COc1ccc(CCNC(=O)N2CC(c3nc(-c4ccc[nH]c4=O)no3)C2)cc1	-17.0
O=[N+]([O-])c1cccc(S(=O)(=O)Nc2cc(-c3c(O)ccc4ccccc34)c(O)c3ccccc23)c1	22.0
CCN1CCCc2cc(CCNC(=O)C(=O)NCCC3=CCCCC3)ccc21	-15.0&32.0
O=C(CN1C(=O)CCC1=O)Nc1nnc(-c2ccc(C(F)(F)F)cc2)o1	-12.0
O=C(CCCn1nc(-c2cccs2)ccc1=O)Nc1ccc(Cl)c(Cl)c1	-8.0
COC(=O)NN=C(C)c1cccc(C(F)(F)F)c1	-2.3
CC(/C=C1\SC(=S)N(NC(=O)Cc2ccccc2)C1=O)=C\c1ccccc1	7.0
COc1ccccc1C(=O)Nc1ccc2scnc2c1	7.0
Cc1cc(Cl)cc2sc(NC(=O)CN3C(=O)c4ccccc4C3=O)nc12	-8.0
O=C(Cn1cnc(-c2ccccc2)cc1=O)Nc1ccncc1	-10.0
O=S(=O)(Oc1c(Cl)cc(Cl)c2cccnc12)c1ccc(F)cc1	-70.0
COC(=O)C(=NNc1ccc(Cl)cc1)Sc1nnc(-c2ccc(OC)cc2)n1C	116.4*
CC(C)CS(=O)(=O)C1CCN(S(=O)(=O)c2cn(C)cn2)CC1	-15.0
COc1ccc(Br)cc1S(=O)(=O)n1ccnc1-c1ccccc1	-5.0
O=C(NCc1ccccc1F)c1ccc(-n2cncn2)nn1	-17.0
O=C(Nc1nnc(-c2ccc(Br)cc2)o1)c1ccc(S(=O)(=O)N2CCOCC2)cc1	-3.0
Cc1cc(C)c2sc(N(Cc3ccccn3)C(=O)C3CCCN3S(C)(=O)=O)nc2c1 (stereo not drawn)	-12.0
Cc1cc(C)nc(N=C2NC(=O)CC(C(=O)O)N2c2ccc(Cl)cc2)n1 (stereo not drawn)	-12.6
CCOc1ccc(Br)cc1S(=O)(=O)Nc1ccc(Nc2nc(C)cc(N(C)C)n2)cc1	2.0
Cc1ccc(/C=C/S(=O)(=O)Nc2cnn(C3CCOC3)c2)cc1 (stereo not drawn)	-32.0
Cc1[nH]c2ccccc2c1C(O)c1cccnc1 (stereo not drawn)	-5.0
Cc1onc(N)c1S(=O)(=O)N1CCc2ccccc2C1	-6.0
O=C1N/C(=N/O)S/C1=C/c1ccc([N+](=O)[O-])cc1	6.0
CS(=O)(=O)c1ccc2nc(NC(=O)c3ccc4ccccc4c3)sc2c1	0.0
O=C(Cc1c[nH]c2ccccc12)NCc1nccc(N2CCCCC2)n1	-7.0
CC12CCC(C(=O)N3CCCC3)(c3nc4ccccc4nc31)C2(C)C (stereo not drawn)	6.0
C#CCn1c(=NC(=O)c2ccc(OC)cc2OC)sc2cc(C(=O)OCC)ccc21	-9.0
CCc1ccc(S(=O)(=O)Cl)s1	-8.0
S=c1[nH]nc(COc2ccccc2)n1N=Cc1ccc(Br)cc1	-2.9
COCCc1noc(-c2ccc(=O)n(CC(=O)Nc3cccc(Br)c3)c2)n1	-6.0
CCn1nccc1C(=O)N1CCN(c2nc3c(C(C)C)cccc3s2)CC1	-10.0
COc1ccc(Cn2c(=O)oc3ccc(Cl)cc32)cc1OC	-13.0
CCc1ccc2nc(N3CCN(C(=O)c4ccccc4NS(=O)(=O)c4ccc(C)cc4)CC3)sc2c1	-1.0
O=C(CSCc1ccccc1)N(Cc1ccsc1)C1CC1	-13.0
Cc1ccc2nc(NC(=O)CSc3nc(-c4ccco4)nc4c3c(=O)n(C)c(=O)n4C)sc2c1	-15.0
Cc1noc(C)c1CC(=O)N(Cc1cccs1)Cc1cccn1C	-10.0
COc1cc(/C=C(\C#N)c2nc(-c3ccc(F)cc3)cs2)cc(OC)c1OC(C)=O	2.0
Cc1cc(CCNC(=O)c2ccc(-n3cccc3)cc2)on1	-12.0
CCOC(=O)c1c(NC(=O)CSc2n[nH]c(N)n2)sc2c1CCCCC2	-12.0&5.0
O=C(NCCCn1ccnc1)C(=O)NCc1ccccc1Cl	85.0*
CS(=O)(=O)N1CCC(C(=O)NCCc2ccoc2)CC1	1.0

The list continues:
structure	SSB-PriA inh
Nc1ncnc(NNC(=O)CNC(=O)COc2ccc(Cl)cc2)c1[N+](=O)[O-]	-4.0
Cc1c(O)ccc(C(Cc2ccc3ccccc3n2)=NO)c1O	-4.2
CCN(CC)CCN(C(=O)c1ccc2c(c1)OCCO2)c1nc2cc(OC)c(OC)cc2s1	-2.0
CN1c2ccccc2C(=O)C(=CNc2ccc(F)cc2F)S1(=O)=O	2.2
CC(=NNC(=O)Cc1ccccc1[N+](=O)[O-])c1cccnc1	-6.5
COc1ccc(C2C(C#N)=C(N=CN3CCOCC3)OC3=C2C(=O)CC(C)(C)C3)cc1OC (stereo not drawn)	-13.3
O=C(Cn1cnc2c([nH]c3ccccc32)c1=O)N1CCN(c2ncccn2)CC1	2.0
O=C(NCC1CCCO1)C(=O)NN=Cc1cc(Cl)ccc1O (stereo not drawn)	-5.3
O=S(=O)(N=C(Nc1cc(N2CCOCC2)ncn1)c1ccc(F)cc1)c1ccccc1	-3.5
CC(=O)Nc1cccc(NC(=O)CSc2nc(CC(=O)Nc3ccc4c(c3)OCCO4)cs2)c1	7.0
CC(C)(C)C(=O)Oc1ccc(OCc2ccccc2)cc1	-14.0
O=C(COc1cccc(C(F)(F)F)c1)Nc1cc(-n2cccn2)ncn1	-10.0
Cc1ccc2c(c1)N(C)C(=O)c1cc(NC(=O)c3cccs3)ccc1O2	3.0
COc1ccc(-c2cc(=O)n(CC(=O)N3CCc4ccccc4C3)cn2)cc1	-2.0
COc1ccc(SCC(=O)Nc2nc3cc4c(cc3s2)OCCO4)cc1	5.0
COc1ccc(CC(C)(O)CNC(=O)CN2C(=O)CCC2=O)cc1 (stereo not drawn)	-27.0
O=C(CCCN1C(=O)/C(=C/C=C/c2ccccc2)SC1=S)Nc1nccs1	5.0
CCCNC(=O)C(=O)NN=Cc1ccc(OCc2ccccc2)cc1	-6.7
COc1ccc(NN=C(C#N)C(=N)SCc2ccccc2)cc1	-9.4
O=C(NCc1cc(C2CC2)n(C2CCCC2)n1)[C@H]1CC(=O)N(c2ccccc2)C1	4.0
O=C(Cn1cnc2ccccc21)N1CCCC(Oc2cccnn2)C1 (stereo not drawn)	-8.0
O=C1Cc2cc(NC(=O)c3ccccc3F)ccc2N1	-6.0
O=c1[nH]c(NN=Cc2ccc(O)cc2)nc2ccccc12	1.4
Cc1cnc2n(c1=O)C(CC(=O)NCCc1c[nH]c3ccccc13)CS2 (stereo not drawn)	0.0
O=C(NCCn1ccn2nccc12)c1c(F)cccc1Cl	-14.0
CCc1nc2n(n1)C(=O)C(C(c1ccc(F)c(F)c1)N1CCOCC1)S2 (stereo not drawn)	1.0
COc1cccc2cc(C(=O)N3CC4CC3C(=O)O4)oc12 (stereo not drawn)	-6.0
CN1CCCc2cc(C(CNS(=O)(=O)c3ccccc3Cl)N(C)C)ccc21 (stereo not drawn)	17.0
CC(C)(C)c1ccc(OCC(=O)NN=Cc2ccc(N3CCOCC3)cc2)cc1	21.5
CCCCNC(=O)Cc1ccc(-n2c(=O)c3ccccc3n(Cc3cccc(F)c3)c2=O)cc1	2.0
CCC(=O)Nc1ccc(C(C)=NNS(=O)(=O)c2ccc(C)cc2)cc1	-9.2
O=[N+]([O-])c1cccc(C=NNC2=NS(=O)(=O)c3ccccc32)c1	-13.4
COc1ccccc1NC(=O)Nc1ccccc1Cc1nc(-c2ccco2)no1	-12.0
Cc1ccnc(N/C=C(/NC(=O)c2ccccc2)C(=O)N/N=C/c2ccc(Cl)cc2)n1	i
COc1ccccc1NC(=O)C(=O)NCCc1ccccc1	-11.0
Cc1ccc(Sc2ncccc2C=NO)cc1	-9.9
Cc1cccc(C(=O)NN=C2SCC(=O)N2Cc2ccccc2)c1	-1.1
CCCCCOc1cccc(C(=O)Nc2nnc(-c3ccnn3C(C)C)o2)c1	-5.0
Cc1noc(C)c1CC(=O)N1CCCN(S(=O)(=O)c2cnn(C)c2)CC1	-11.0
CCOC(=O)Cc1csc(NC(=O)c2cccn(Cc3ccc(C(F)(F)F)cc3)c2=O)n1	-10.0
O=C(NCCn1ccnc1-c1ncccn1)NC1CCCCC1	-4.0
CCOc1ccc(OCCNC(=O)c2cccc(C(F)(F)F)c2)cc1	-13.0
COc1ccc(OCC2c3cc(OC)c(OC)cc3CCN2C(=O)c2c(F)cccc2Cl)cc1 (stereo not drawn)	24.0
CC(C)(C)C(=O)N1CCc2ccc(NS(=O)(=O)c3cccs3)cc21	-5.0
O=c1c2nc(N3CCOCC3)sc2c(-c2ccccc2)nn1CCc1ccccc1	-3.0
CC(C)c1ccc(NC(=O)C(=O)NCC2CCN(Cc3cccs3)CC2)cc1	-14.0
CN1CCC/C1=C\c1c([N+](=O)[O-])cnn1C	2.0
Cc1noc(C)c1CCC(=O)Nc1ccc2c(c1)C(=O)N1CCCCC1CCO2 (stereo not drawn)	-5.0
CN1C[C@@H](c2ccc(Cl)c(Cl)c2)[C@@]2(COc3ccccc3C2=O)[C@@]12C(=O)Nc1ccccc12	8.8
CC(C)CCNc1ccc(S(=O)(=O)Cc2ccc(Cl)cc2)nn1	3.0
O=C(Cc1ccc(NC(=O)NCc2cccc3ccccc23)cc1)NCC(F)(F)F	-10.0
O=C(CSc1nc2c(c(=O)[nH]1)CN(Cc1ccc(F)cc1)CC2)Nc1ccc2c(c1)OCCO2	3.0
CCOC(=O)c1sc(NC(=O)c2ccccc2Cl)nc1-c1ccccc1	-4.0
